# Pf growth 96h: inhibits malaria parasite growth, 96 h | Potency, µM (top dose mostly 28.7 µM), without a hit: top-dose activity change, negative = inhibition, most hits filed as inhibitors | actives 6.9% (n = 320,000) | P. falciparum luciferase reporter growth, 96 h; also: potency is read from the fitted curve at half-maximal effect; % is scaled to controls: 0 for no effect and ±100 for the full control effect
#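 Erythrocytes infected with luciferase-expressing P. falciparum were dispensed at 2% hematocrit and 0.05% parasitemia (final), then incubated with compounds 96 hours at 37 C in 5% CO2. Luminescence after detection reagent addition reported growth.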
# AMA1 RON2 block: disrupts binding of P. falciparum AMA1 to RON2; AID 720542; AlphaScreen AMA1-biotinylated RON2 peptide binding; actives 0.2% (n = 360,000); Potency, µM (highest dose often 58.2 µM), for inactives: at the top dose activity change, negative = inhibition, most hits filed as inhibitors;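 also: potency is read from the fitted curve at half-maximal effect; 0% = vehicle wells and -100% = peptide control; nearly all actives have a fitted effect of over 45% in size; some results filed as inactive show a strong effect at the top dose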
#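 AMA1 (3D7) with his tag at 25 nM final met compounds first, then biotinylated RON2 peptide at 25 nM; detection used donor plus acceptor beads, 10 µg/mL apiece, read by AlphaScreen after 30 min at room temperature.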
# Tb PYK inh: blocks Trypanosoma brucei pyruvate kinase; actives 0.12% (n = 410,000); TbPYK enzyme, Kinase-Glo Plus ATP luminescence, 45 min; AID 624173; Potency, µM (series often up to 76.8 µM), inactives show top-dose activity, negative = inhibition, most hits filed as inhibitors; also: potency is read from the fitted curve at half-maximal effect; % is scaled to controls: 0 for no effect and ±100 for the full control effect; nearly all actives have a fitted effect of over 50% in size
#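 Luminescence from Kinase-Glo Plus, added after a 45-minute room-temperature reaction, served as the end-point read-out. The enzyme and substrate were preincubated with compound before ADP (130 uM final) initiated turnover. Concentration-effect curves came from normalized qHTS data.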
# CHX counter: affects cycloheximide protein synthesis inhibition readout, counter-screen; AID 2314; actives 12% (n = 300,000); cell reporter, cycloheximide protein synthesis inhibition counterscreen; max response, %; in the data active = max response mostly above about 13%, no sharp cut-off; inactive = mostly below about 14%; also: read at 38.3 µM for the half of the compounds with a filed dose; 0% is about no effect
# Pf growth 48h: inhibits P. falciparum growth in the first generation, 48 h; P. falciparum luciferase growth in erythrocytes, 48 h; Potency, µM (highest dose often 28.7 µM), for inactives: at the top dose activity change, negative = inhibition, usual class: inhibitors; actives 5.9% (n = 310,000); AID 504832; also: potency is read from the fitted curve at half-maximal effect; % is scaled to controls: 0 for no effect and ±100 for the full control effect
#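 Growth was read as firefly luciferase luminescence after a 48 h, 37 C, 5% CO2 exposure of compounds to reporter-bearing P. falciparum cultures (0.1% parasitemia, 2% hematocrit final) in Albumax-supplemented RPMI 1640.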
# LmPK inhibitor: LmPK (Leishmania mexicana) enzyme inhibition; purified LmPK, Kinase-Glo ATP luminescence, 1 h; AID 1721; Q27686; Potency, µM (top dose mostly 57.5 µM), inactives show at the top dose activity change, negative = inhibition, most hits filed as inhibitors; actives 0.37% (n = 290,000); also: potency is read from the fitted curve at half-maximal effect; % is scaled to controls: 0 for no effect and ±100 for the full control effect
# Target sequence (Q27686 whole entry, looked up): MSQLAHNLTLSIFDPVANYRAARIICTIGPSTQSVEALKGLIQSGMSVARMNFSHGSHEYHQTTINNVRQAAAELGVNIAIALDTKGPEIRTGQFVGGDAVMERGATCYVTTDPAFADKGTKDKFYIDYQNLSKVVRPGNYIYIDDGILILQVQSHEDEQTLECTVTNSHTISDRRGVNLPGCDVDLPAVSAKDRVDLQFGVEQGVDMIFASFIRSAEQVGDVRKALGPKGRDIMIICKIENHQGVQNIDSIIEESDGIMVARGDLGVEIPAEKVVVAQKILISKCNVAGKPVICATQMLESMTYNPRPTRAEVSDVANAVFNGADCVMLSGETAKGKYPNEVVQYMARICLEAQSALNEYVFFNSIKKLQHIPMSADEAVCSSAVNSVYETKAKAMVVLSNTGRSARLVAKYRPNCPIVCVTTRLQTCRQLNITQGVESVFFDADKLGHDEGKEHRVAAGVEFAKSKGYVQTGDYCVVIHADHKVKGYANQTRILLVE
#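 ATP generated from ADP (0.1 mM) and PEP (0.5 mM) by 0.1 nM LmPK over 1 h at room temperature (pH 7.2 imidazole buffer) was detected by coupled luciferase luminescence. Values were normalized to uninhibited and no-enzyme wells.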
# Shiga inhibitor: blocks Shiga toxin action in Vero cells | Vero cells, Shiga toxin protein synthesis inhibition reporter | inhibition, % at 38.7 µM | actives 9.2% (n = 290,000); in the data active = inhibition mostly above about 28%, no sharp cut-off; inactive = mostly below about 43%; also: 0% is about no effect
# * marks the source's active call; other numbers are inactive results; ? = inconclusive; . = not tested or not shown; & = joins results of further samples; [ ] = dose if it differs, or a comment. Unless noted, calls follow the shape of the dose curve; as a rule, active = well fitted curve in the direction sought with a large enough effect; inconclusive = small, poorly fitted or top-dose-only effect, or another doubt; inactive = no such curve, though single readings can be large; an effect the other way counts as inactive or inconclusive. Rows were taken by chance (roughly 21% active in at least one column).
SMILES	Shiga inhibitor	Pf growth 48h	AMA1 RON2 block	Pf growth 96h	LmPK inhibitor	CHX counter	Tb PYK inh
COc1c(C)cc(C(=O)C2CCCN(C(=O)c3snnc3C)C2)cc1C (centres undefined)	-7	-5%	7%	?	1%	-3	-2%
COc1ccccc1N(CC(=O)NC1CCCC1)C(=O)c1cnn(C(C)C)c1	56*	28%	-17%	-18%	0%	28*	3%
CC1CC(C)CN(C(=O)CSc2ncnc3sccc23)C1 (centres undefined)	.	-13%	1%[11.6 µM]	69%[activator]	.	.	9%
CCc1ccc(-c2cc(C)no2)cc1S(=O)(=O)Nc1cccc(CN2CCCC2)c1	-2	9.3µM*	5%	-32%	7%	2	0%
O=C(NCc1ccco1)C1CC(c2ccc(Cl)cc2)=NO1 (centres undefined)	32	25%	-5%	24%	-2%	27*	-4%
O=C(CSc1ncnc2c1oc1ccccc12)Nc1nccs1	2	15%	-2%	30%[activator]	3%	3	-3%
COC(=O)c1cc(NC(=O)CSc2ncn[nH]2)ccc1Cl	-8	-27%	-2%	?	-3%	-3	5%
CN(C)c1ccc(CNc2ncn[nH]2)cc1	15	42%[activator]	-3%	3%	-9%	-3	-2%
COC(=O)Cc1c(C)c2ccc(OCC(=O)N(C)C)cc2oc1=O	-5	.	4%	18%	-7%	1	0%
O=C(NCc1ccco1)c1ccc(CS(=O)Cc2cccc(Cl)c2)o1 (centres undefined)	-1	-3%	5%	6%	-2%	-2	0%
CC(C)CN(C(=O)c1cccc(Cl)c1)c1c(N)n(CC(C)C)c(=O)[nH]c1=O	14	6%	1%	-6%	-10%	-3	-6%
NS(=O)(=O)c1ccc(O)c(N2C(=O)c3cccc4c(C(=O)c5ccccc5)ccc(c34)C2=O)c1	8	12%	.	26%	4%[11.5 µM]	8	.

# Next entries
SMILES	Shiga inhibitor	Pf growth 48h	AMA1 RON2 block	Pf growth 96h	LmPK inhibitor	CHX counter	Tb PYK inh
CC(C)CN1CCN(Cc2ccc(CN3CCCCC3)s2)CC1CCO (centres undefined)	7	?	-10%	?	-10%	-1	-9%
Cc1cc(C(=O)COC(=O)CCc2nc3ccccc3s2)c(C)n1C	-3	16%	-5%	24%	2%	19	-13%
Fc1ccc(CSc2ccc(-c3cccs3)nn2)cc1	38	113%[activator]	5%	84%[activator]	2%	30*	-2%
COc1ccc(/C=C2\SC(=S)N(CCCC(=O)Nc3ccc(C(=O)O)cc3)C2=O)cc1OC	-6	12µM*	-2%	?	-3%	5	-2%
CC(=O)Nc1ccc(S(=O)(=O)N2CCC(N3CCCCC3)CC2)cc1	-5	13%	17%	?	-6%	-5	-9%
Cn1c(SCc2ccccc2Cl)nc2ccccc21	76*	.	36%[activator]	-2%	?	53*	1%
O=C(NC(=S)Nc1cccc(F)c1)c1cccc([N+](=O)[O-])c1	67*	-32%	90%[activator]	38%[activator]	0%	20*	3%
Cc1nc(Cl)c(S(N)(=O)=O)c(C)c1Cl	-13	11%	-2%	-3%	6%	-2	-3%
COc1cc2c(cc1OC)C(C1C(=O)CCCC1=O)N(C(=O)CCl)CC2 (centres undefined)	10	5%	1%	-22%	-1%	-4	1%
O=C(O)c1ccccc1-c1ccccc1C(=O)Nc1ccccc1	4	51%[activator]	1%	36%[activator]	-1%	-3	3%
CCCc1cc(=O)[nH]c(SC(CC)C(=O)Nc2ccccc2C#N)n1 (centres undefined)	-16	?	-3%	.	3%	1	4%
COc1ccc(C(CCN2CCCCC2)c2c(OC)cc(OC)c3c(-c4ccccc4)cc(=O)oc23)cc1 (centres undefined)	-17&-16	10µM*	-3%	9.3µM*	2%	-12&-4	0%

# Further structures follow.
SMILES	Shiga inhibitor	Pf growth 48h	AMA1 RON2 block	Pf growth 96h	LmPK inhibitor	CHX counter	Tb PYK inh
COc1ccc(S(=O)(=O)N2CCOCC2)cc1NC(=O)c1cccc2c(=O)c(C)c(-c3ccccc3)oc12	-5	5.2µM*	-5%	2.1µM*	2%	-1	-3%
Cc1ccc(C)c(N2N=C(C(=O)Nc3nccs3)CCC2=O)c1	-5	-24%	3%	-3%	5%	5	1%
COc1ccc(S(=O)(=O)N2CCC(C(=O)NC3CC3)CC2)cc1OC	-9	-22%	7%	19%	2%	-4	-8%
CC(NC(=O)CCc1ccc(S(=O)(=O)NC2CCCCC2)cc1)c1ccccc1 (centres undefined)	-9	-1%	-4%	.	7%	-3	-7%
Cc1ccc2ncccc2c1	.	110%[activator]	8%	54%[activator]	.	.	-2%
O=C(CCc1ccccc1)Nc1cc2c3c(c1)CC(=O)N3CCC2	.	?	-5%	2%	.	.	3%
CCN1CCN(c2ccc(S(=O)(=O)N3CCOCC3)cc2NC(=O)c2ccccc2SC)CC1	.	?	3%	?	.	.	-4%
Cc1cc(N2CCN(c3ccc(F)cc3)CC2)n2ncnc2n1	4	-3%	6%	34%[activator]	0%	2	-4%
Cc1ccc(NCCC(=O)c2cccs2)cc1C	58*	75%[activator]	?	20%	-1%	49*	2%
Cc1ccccc1C(=O)NC(C)C1CC2CCC1C2 (centres undefined)	14	8%	9%	6%	-3%	5	0%
COc1cc(/C=N/N2CCN(Cc3ccc(Cl)cc3)CC2)cc(Br)c1O	.	-16%	-16%	-19%	0%	-2	-5%
CCc1ccc(S(=O)(=O)Nc2ccccn2)cc1	-1	10%	3%	8%	-2%	1	-7%

# Fetched one by one from above:
SMILES	Shiga inhibitor	Pf growth 48h	AMA1 RON2 block	Pf growth 96h	LmPK inhibitor	CHX counter	Tb PYK inh
Cc1ccc(NCCC(=O)c2cccs2)cc1C	58*	75%[activator]	?	20%	-1%	49*	2%
COc1cc(/C=N/N2CCN(Cc3ccc(Cl)cc3)CC2)cc(Br)c1O	.	-16%	-16%	-19%	0%	-2	-5%
Cc1ccccc1C(=O)NC(C)C1CC2CCC1C2 (centres undefined)	14	8%	9%	6%	-3%	5	0%

# Later entries
SMILES	Shiga inhibitor	Pf growth 48h	AMA1 RON2 block	Pf growth 96h	LmPK inhibitor	CHX counter	Tb PYK inh
O=C(C1CCN(S(=O)(=O)c2cccc3nsnc23)CC1)N1CCCCC1	12	-19%	-12%	5%	0%	1	-7%
Nc1nonc1-c1noc(COc2ccccc2Cl)n1	83*	283%[activator]	8%	?	-9%	23*	2%
C(=C\c1ccccc1)/CNn1cnnc1	-11	18%	8%	?	6%	1	1%
COc1ccc(NC(=O)C(=S)NC2CCCCC2)cc1	118*	117%[activator]	24%	18%	4%	47*	-7%
CCCCS/C(N)=N/N=C/c1cc(C)ccc1O	82*	71%[activator]	140%[activator]	.	-4%	44*	-10%
O=C(O)c1ccccc1C(=O)c1cccs1	-7	2%	0%	-4%	1%	-3	-14%
O=C(Cc1ccccc1)Nc1cc(Cl)ccc1Sc1ccccc1	5	?	39%[activator]	?	3%	-2	-6%
Cc1cc(=O)oc2cc(NC(=O)c3ccccc3C(=O)O)ccc12	65	0%	-1%	59%[activator]	0%	22*	1%
Cc1cc(NC(=O)CSc2nnc(Nc3ccccc3F)s2)no1	40	20%	-10%	14%	-5%	17	0%
CCc1cccc(NC(=O)CCNS(=O)(=O)c2ccc3[nH]c(=O)oc3c2)c1	-6	6%	-11%	?	-3%	-6	0%
Cc1c(NS(=O)(=O)CC23CCC(CC2=O)C3(C)C)c(=O)n(-c2ccccc2)n1C (centres undefined)	19	.	2%	-6%	7%	-2	0%
Cc1[nH]c(=S)sc1Cc1ccc(F)cc1	-11	-8%	22%[11.6 µM]	9%	-14%	-2	-31%

# Next section
SMILES	Shiga inhibitor	Pf growth 48h	AMA1 RON2 block	Pf growth 96h	LmPK inhibitor	CHX counter	Tb PYK inh
CCCCOCCCNC(=O)N[C@H](C(=O)O)C(C)CC (some centres undefined)	-8	?	-10%	45%[activator]	-3%	-2	0%
O=C(NC1CCCCC1)C1CC(=O)N(CCc2ccccc2)C1 (centres undefined)	-2	.	-1%	30%	-6%	5	4%
COc1ccc(OC)c2[nH]c(C(=O)O)cc12	12	25%	-2%	-2%	0%	-2	-1%
CC(C)CCn1c(SCC(=O)Nc2ccccc2C(F)(F)F)nc2nccnc2c1=O	-7	?	-8%	?	9%	-5	-11%
CCOc1ccc(-c2nc(N)nc(C)c2-c2ccc(OC)c(OC)c2)c(O)c1	-26	-30%	1%	-22%	3%	-2	-6%
Cc1cc(OCC(=O)Nc2cc(C(C)(C)C)on2)ccc1[N+](=O)[O-]	12	14%	-5%	?	1%	5	-4%
CC(OC(=O)C1COc2ccccc2O1)C(=O)N(C)c1ccccc1 (centres undefined)	10	-13%	9%	5%	5%	0	-4%
CCC(C)NC(=O)C1CCN(C(=O)N(C)C)CC1 (centres undefined)	16	-3%	5%	30%	6%	2	4%
CC(C)=C1C(=O)NN(c2cccc(Cl)c2)C1=O	-2	-3%	2%	3%	2%	-2	3%
COc1ccc(C(=O)CSc2nnc(Cc3ccccc3)o2)cc1	-7	12%	32%[activator]	11%	1%	6	3%
Cc1nccn1CC(=O)O	-5	-10%	4%	7%	5%	1	4%
O=C(CSc1nnc(NC(=O)c2cccc(F)c2)s1)NC1CC1	-7	42%[activator]	-2%	42%[activator]	-6%	-5	3%

# New compounds follow:
SMILES	Shiga inhibitor	Pf growth 48h	AMA1 RON2 block	Pf growth 96h	LmPK inhibitor	CHX counter	Tb PYK inh
CC(C)C[C@H](N)c1nnc(S(=O)(=O)Cc2cccc(F)c2)o1	29	-4%	59%[activator]	.	5%	32*	-11%
Cc1nnc(SCC(=O)NC2CC2)s1	-5	-1%	4%	13µM*	0%	-6	2%
CCCCOc1ccc(C(=O)Nn2cnnc2)cc1	-7	.	-9%	2%	-1%	-1	5%
Cc1nn(Cc2ccccc2)c(Cl)c1/C=C/C(=O)OCC(=O)NC(C)C(C)C (centres undefined)	-5	-8%	1%	-18%	0%	-1	-1%
O=C(NN=C1CCCCC1)c1ccccc1OCc1ccc(F)cc1	-3	?	40%[activator]	?	1%	16	0%
CCN(CC)C(=O)C1CCCN(c2ccc([N+](=O)[O-])cc2/C=N/NC(=O)c2ccc([N+](=O)[O-])cc2)C1 (centres undefined)	-3	?	56%[activator]	?	4%	-4	1%
Cc1ccc2nc(-c3ccc(SCC(=O)Nc4cc(C)on4)nc3)[nH]c2c1	71*	-39%	-12%	48%[activator]	-3%	40*	0%
CCOc1ccc2[nH]c(=O)c(CN(Cc3ccco3)C(=O)c3ccc(Br)cc3)cc2c1	3	?	0%	-27%	4%	7	6%
COC(=O)c1ccc(C(=O)OC)c(NC(=O)CSc2cccc[n+]2[O-])c1	5	?	86%[activator]	1.2µM*	3%	6	-22%
Cc1cccc(NS(=O)(=O)c2cccc(C(=O)NCc3ccccc3CN3CCOCC3)c2)c1	.	?	0%	?	.	.	-10%
CCc1nc2ccc(C(=O)Nc3nnc(C)s3)cc2nc1CC	16	-18%	9%	39%	1%	12*	2%
OCC1(Cc2cccc(Cl)c2)CCCN(Cc2ccc3cc(F)ccc3n2)C1 (centres undefined)	9	9%	?	?	-1%	-2	0%
CSc1nc(N(C)CCO)c2sc3nc(-c4ccco4)c4c(c3c2n1)CCC4	15	?	12µM*	?	0%	1	-10%
Cc1cccc(NC(=O)CN2CCOCC2)c1C	11	68%[activator]	0%	6%	1%	2	-2%
